Screening results deposited in PubChem BioAssay by several laboratories.
TRPML3 ag: agonists of human TRPML3 channel | Q8TDD5 | HEK293 TRPML3-YFP, Fluo-8 calcium fluorescence; 100% = the carbachol control signal | activation, % at 3 µM | 220,000 compounds, 0.29% hits | AID 1448;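 active means activation above its plate's cutoff, the mean activation of the plate's test wells plus 3 SD, cut at about 12% in these data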;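 further: 0% = DMSO only wells and 100% = carbachol wells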
Target sequence (Q8TDD5 whole entry, looked up): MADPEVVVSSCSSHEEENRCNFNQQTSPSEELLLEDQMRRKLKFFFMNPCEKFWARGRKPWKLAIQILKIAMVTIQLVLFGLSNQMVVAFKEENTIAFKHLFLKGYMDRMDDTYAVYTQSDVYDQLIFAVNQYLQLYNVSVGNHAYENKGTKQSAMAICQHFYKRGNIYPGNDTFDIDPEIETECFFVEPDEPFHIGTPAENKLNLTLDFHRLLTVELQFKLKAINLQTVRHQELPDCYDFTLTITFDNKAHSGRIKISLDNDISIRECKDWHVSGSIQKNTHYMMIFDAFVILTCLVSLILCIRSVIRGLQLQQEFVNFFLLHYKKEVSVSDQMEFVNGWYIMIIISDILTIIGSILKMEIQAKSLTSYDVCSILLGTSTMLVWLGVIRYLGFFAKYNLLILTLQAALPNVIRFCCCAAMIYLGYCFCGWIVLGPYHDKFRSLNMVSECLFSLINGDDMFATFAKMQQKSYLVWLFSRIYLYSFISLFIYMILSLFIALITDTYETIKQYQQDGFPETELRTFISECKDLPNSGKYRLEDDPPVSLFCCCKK
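Test system: TRPML3-YFP stable HEK293 cells. Doses: single point at 3 µM. Incubation: dye loading 1 h 37 °C then 30 min ambient, 125 s read. Signal: Fluo-8 calcium dye fluorescence, ex 470-495, em 515-575 nm. Measure: percent activation from peak-to-basal fluorescence ratio, scaled between DMSO and carbachol.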
PPC-1+TRAIL kill: compounds killing PPC-1 cancer cells with TRAIL present (potentiator screen, no TRAIL-free arm). PPC-1 cells + TRAIL, ATPLite viability luminescence. cell killing (% activity), % at 4 µM. 220,000 compounds, 0.41% hits. AID 1443;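 active means cell killing above 50% in the first pass at 4 µM, then a duplicate retest at 5 µM averaging 50% or more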;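 further: plate controls were cells with TRAIL plus DMSO for no effect and medium-only wells lacking cells for full effect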
BaF3 tox: reduces parental Ba/F3 cell viability, JAK2V617F counter-screen | CellTiter-Glo ATP luminescence | inhibition, % at 5.6 µM | 220,000 compounds, 1.1% hits | AID 1486;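 active means inhibition above a per-campaign cutoff, the mean inhibition of all tested compounds plus 3 SD, cut at about 27% in these data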;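 further: 0% = DMSO wells and 100% = JAK Inhibitor I control wells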
Wee1 stabilizer: human Wee1 degradation inhibition, primary screen. HeLa Luc-Wee1K328M stability, luciferase luminescence; 100% = proteasome inhibitor MG132 effect. reporter increase, % at 5 µM. 220,000 compounds, 1.2% hits;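 active means activation above the mean of all tested compounds plus 3 SD, set per screening run, cut at about 8.8% in these data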;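 further: cells exposed to compound for 20 h before luminescence read; 0% = DMSO alone and 100% = MG132 at 30 µM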
zfTRPN1 agonist: activates the zebrafish TRPN1 channel; 220,000 compounds, 0.18% hits; HEK293 zebrafish TRPN1-YFP, Fluo-8 calcium fluorescence; 100% = response to 87 µM carbachol; activation, % at 3 µM;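 active means activation above its plate's cutoff, the mean activation of test wells on that plate plus 3 SD, cut at about 19% in these data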;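 further: 0% = DMSO alone and 100% = 87 µM carbachol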
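Control set: carbachol 87 µM as high control, DMSO as low control; system: HEK293 stable line with zebrafish TRPN1-YFP; read-out: % activation versus carbachol response; detection: intracellular calcium fluorescence with Fluo-8; doses: single test compound dose, 3 µM nominal, 0.3% DMSO; schedule: dye 1 h 37 °C plus 30 min RT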
CHOP inhibitor: inhibitors of CHOP induction in ER stress response | CHO-K1 CHOP-promoter luciferase, tunicamycin-induced, 15-18 h | inhibition, % at 10 µM | 220,000 compounds, 3.8% hits;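 active means compounds that reduced the stress-induced luciferase reporter signal by more than about 70% of percent inhibition, limit read from the data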;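 further: 0% = tunicamycin plus vehicle and 100% = wells without tunicamycin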
TNF death inh: TNF-alpha cell death inhibition in Jurkat FADD-/- cells; Jurkat FADD-/- TNF necroptosis rescue, ATP luminescence, 24 h; 0 = TNF only, 100 = no-TNF cells; activation (protection from cell death), % at 10 µM; 220,000 compounds, 0.068% hits; AID 463075;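 active means activation, meaning protection from cell death, of at least 50% relative to plate controls; inactive means activation below 50%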;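 further: necroptosis triggered by 40 ng/mL TNF-alpha added together with compound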
RBBP9 inh: inhibitors of human serine hydrolase RBBP9; O75884; recombinant RBBP9, FP-Rh probe fluorescence polarization; inhibition, % at 7.94 µM; 220,000 compounds, 0.2% hits; AID 1515;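 active means inhibition above the campaign mean of all tested compounds plus 3 SD, cut at about 14% in these data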;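 further: plate controls were DMSO wells with RBBP9 for no effect and wells lacking RBBP9 protein for full effect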
Target sequence (O75884 whole entry, looked up): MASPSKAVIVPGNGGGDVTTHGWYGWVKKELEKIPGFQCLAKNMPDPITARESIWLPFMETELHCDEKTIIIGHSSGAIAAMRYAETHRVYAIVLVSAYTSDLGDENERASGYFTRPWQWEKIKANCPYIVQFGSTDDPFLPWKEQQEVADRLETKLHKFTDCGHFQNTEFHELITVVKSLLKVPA
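Measured by: FP readout at 525/598 nm; material: recombinant human RBBP9; also added: Serine-hydrolase probe FP-Rh, 375 nM pre-mixing; medium: Tris buffer pH 8.0, NaCl, Pluronic; replication: one well per compound; doses: one concentration, 7.94 µM nominal, 0.794% DMSO; timing: preincubation 30 min plus labeling 45 min at 25 °C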
Ba/F3 V617F tox: reduce viability of Ba/F3 cells dependent on JAK2V617F. Ba/F3 EpoR-JAK2V617F viability, ATP luminescence. inhibition, % at 5.6 µM. 220,000 compounds, 1.1% hits. AID 1446;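 active means inhibition above the campaign mean plus 3 SD over all tested compounds, cut at about 24% in these data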;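 further: cytokine-independent growth of Ba/F3 cells driven by EpoR plus mutant JAK2; 0% = DMSO-treated cells and 100% = JAK inhibitor I control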
* marks the source's active call; other numbers are inactive results.

#	compound	TRPML3 ag	PPC-1+TRAIL kill	BaF3 tox	Wee1 stabilizer	zfTRPN1 agonist	CHOP inhibitor	TNF death inh	RBBP9 inh	Ba/F3 V617F tox
1	O=c1cc(CO)oc(C(Nc2ccccn2)c2ccc(F)cc2)c1O (centres undefined)	0.1	23	3	0	-0.8	11	0.2	-7	-3
2	Fc1cccc(-c2csc(-c3ccno3)n2)c1	-0.4	-7	4	-2	-1.9	-8	5.3	-8	0
3	COc1cc(C)ccc1Oc1nc(-c2ccccc2O)nc2ccccc12	0.6	-27	-1	-1	1.7	10	-0.5	-2	-3
4	O=C(Nc1ccc(S(=O)(=O)C(F)F)cc1)c1cccc(S(=O)(=O)N2CCOCC2)c1	1.3	16	2	-2	8.5	70	-0.8	-9	0
5	O=C(NC1CC2CCCC(C1)N2CC(=O)N1CCCc2ccccc21)C1CCCCC1 (centres undefined)	-0.6	6	7	0	-1.1	26	-0.6	-1	5
6	Cc1cc(C(=O)CN(Cc2ccc(F)cc2)S(=O)(=O)c2ccc3c(c2)OCCO3)c(C)n1C	0.7	14	3	0	0.2	9	-5.1	-3	-1
7	COc1ccccc1Oc1ccc(N/C=C/C(=O)C(C)(C)C)cc1	0.2	-7	1	-2	-0.3	65	0.3	-8	-3
8	O=C(O)c1ccc2cccnc2n1	1.1	-6	3	0	1.6	5	-0.2	-8	-3
9	Nc1nnnn1/N=C/c1ccccn1	0.2	12	4	3	0.3	5	-0.5	1	2
10	COc1ccc(-n2c(Cc3cccs3)nnc2SCC(=O)Nc2ccc3c(c2)OCCO3)cc1	-1.3	0	-1	4	-1.1	34	0.7	-2	-1
11	CC(CC(=O)Nc1nncs1)c1ccccc1 (centres undefined)	0.6	46	3	-2	-0.8	7	2.7	4	-3
12	CCc1nnc(NC(=O)c2ccc(Cl)c(S(=O)(=O)N3CCc4ccccc43)c2)s1	2.0	8	3	-3	5.6	6	-1.7	-9	0
13	COC(=O)c1ccc(N2CCN(S(=O)(=O)c3ccccc3)CC2)c([N+](=O)[O-])c1	4.6	5	3	-1	1.8	12	-4.1	-3	-2
14	COc1cc(/C=C/C(=O)Nc2ccccc2C(F)(F)F)cc(OC)c1OC	-0.3	9	-2	3	-1.0	1	-1.0	-5	-3
15	NC(=O)c1ccc(NC(=O)COC(=O)c2cc(S(=O)(=O)N3CCOCC3)ccc2N2CCCCC2)cc1	0.8	8	3	4	-0.7	-5	-4.1	-12	-1
16	Nc1nc2ncc(-c3ccsc3)c(N)n2n1	0.1	25	0	3	0.0	16	1.0	-4	-1
17	CCOC(=O)c1ccn(-c2nc(-c3ccco3)cc(C(F)(F)F)n2)n1	-0.1	4	3	-4	1.1	8	0.3	-6	-3
18	COc1cc2c3c(c1)c(C1=NC(=S)NC1=O)c(O)n3C(C)(C)C=C2C	0.5	4	4	-2	0.2	39	-8.1	0	-4
19	Cc1ccccc1NC(=O)c1ccc(-n2cncn2)nc1	0.3	-3	4	-1	-0.2	-30	-3.7	-3	-1
20	CCc1cc(C(=O)NNC(=S)Nc2cc(C)ccc2C)cs1	0.2	9	2	1	-0.1	7	-0.4	0	-2
21	CCOC(=O)C1=C(C)NC(SC(C)=O)=NC1c1ccc(OC(C)=O)c(OC)c1 (centres undefined)	0.1	2	4	0	-0.7	12	-3.3	4	-4
22	Nc1cc(Cl)ccc1Oc1ccccc1	-1.7	7	6	-1	0.0	37	-0.2	-4	6
23	Cc1onc(-c2ccccc2)c1C(=O)NCCN1CCOCC1	0.8	25	7	-2	0.3	8	2.4	0	-1
24	Clc1ccc(COn2ccnc2)cc1Cl	0.1	-9	9	-1	0.3	12	88*	-3	0
25	COc1cccc(CN2CCNC(=O)C2CC(=O)NCc2cn3cccc(C)c3n2)c1OC (centres undefined)	0.9	4	1	2	1.4	0	-0.7	-3	-2
26	COc1ccc(/C=N/NC(=O)c2ccccc2F)cc1CN1CCN(c2ccc(F)cc2)CC1	-0.9	7	9	0	-1.4	0	3.2	-1	3
27	CC(C)(C)NC(=O)COC(=O)c1ccc(NC(=O)CC#N)cc1	1.2	30	5	7	1.4	-13	0.5	-8	-2
28	C#CCNC(=O)C1CCN(c2cc(C)nc(-c3ccccc3)n2)CC1	0.0	41	2	12*	-1.6	31	1.3	-3	-1
29	COc1ccc(S(=O)(=O)N2CCC(c3cc(-c4cccc5ccccc45)n[nH]3)CC2)cc1	0.3	15	8	0	0.8	84*	-11	-8	-1
30	O=C(C1CC1)N1CCN=C1SCc1ccc(F)cc1	0.2	-2	3	0	0.7	17	0.1	-9	-4
31	NNC(=O)c1ccc(OCC2CC(c3ccc(Cl)cc3)=NO2)cc1 (centres undefined)	-0.1	20	-1	-3	0.5	49	-15	-7	2
32	CSCC[C@H](NC(=O)NCCc1ccc(F)cc1)C(=O)O	0.9	-21	6	1	1.9	23	2.2	-2	1
33	Cc1ccc(-c2nc(CSCC(=O)N3CCOCC3)c(C)o2)cc1	0.8	18	6	-3	2.0	8	-3.3	-2	2
34	O=C(C1CCCO1)N1CCN(C(=S)Nc2ccccc2F)CC1 (centres undefined)	1.0	20	7	5	0.9	0	1.6	-13	-2
35	O=C(CN1c2ccccc2Sc2ccccc21)N/N=C/c1ccccc1	0.6	14	-2	-3	0.4	-3	0.3	-3	-2
36	O=C(c1cnc2n(c1=O)CCS2)N1CCN(C(c2ccccc2)c2ccc(Cl)cc2)CC1 (centres undefined)	0.5	3	7	-1	2.3	7	-5.7	-2	-1
37	O=C(Oc1cc(Cl)cc(Cl)c1)c1cnc2n(c1=O)CCS2	0.9	-5	1	-3	-0.6	19	0.0	1	-2
38	CC1CN(C2CCN(C(=O)c3ccccc3Cl)CC2)CC(C)O1 (centres undefined)	0.9	3	1	1	0.0	-14	0.3	-5	0
39	O=[N+]([O-])c1ccc(N/N=C/c2ccc[nH]2)cc1	2.4	28	33*	-1	4.9	7	-5.5	-4	60*
40	CC(=O)Nc1c(C(=O)O)oc2ccc(Cl)cc12	0.3	-17	3	1	0.1	-26	-0.5	4	0

Shown with values under each structure: part of the list above.
Values run as follows: TRPML3 ag	PPC-1+TRAIL kill	BaF3 tox	Wee1 stabilizer	zfTRPN1 agonist	CHOP inhibitor	TNF death inh	RBBP9 inh	Ba/F3 V617F tox
17: CCOC(=O)c1ccn(-c2nc(-c3ccco3)cc(C(F)(F)F)n2)n1
    -0.1	4	3	-4	1.1	8	0.3	-6	-3
18: COc1cc2c3c(c1)c(C1=NC(=S)NC1=O)c(O)n3C(C)(C)C=C2C
    0.5	4	4	-2	0.2	39	-8.1	0	-4

Carrying on:
#	compound	TRPML3 ag	PPC-1+TRAIL kill	BaF3 tox	Wee1 stabilizer	zfTRPN1 agonist	CHOP inhibitor	TNF death inh	RBBP9 inh	Ba/F3 V617F tox
41	CC(C)CN1CCN(Cc2cccn2-c2ccccn2)CC1CCO (centres undefined)	0.7	-1	2	-3	-1.2	21	1.4	-8	-2
42	Cc1nc(Oc2ccccc2)c2ccsc2n1	-1.2	11	6	2	-0.9	9	0.6	-9	0
43	CC(C)(C)c1[nH]nc2c1C(c1ccccc1OC(=O)N1CCOCC1)C(C#N)=C(N)O2 (centres undefined)	0.9	16	2	0	0.5	3	-0.2	-10	5
44	O=S(=O)(c1ccc(NC(=S)Nc2ccccc2)cc1)N1CCOCC1	1.1	5	7	-2	2.0	13	1.3	1	-1
45	O=C(O)CCc1ccc(-c2ccc(Cl)cc2)n1CC(=O)O	0.7	4	7	-1	1.9	-25	0.6	-12	-1
46	COC(=O)c1ccc2c(c1)C(=O)/C(=C/c1ccc(C)cc1)O2	0.9	16	6	1	1.2	-25	-7.8	1	1
47	Cc1nc2c(C(=O)NCc3ccc4c(c3)OCO4)c[nH]n2c(=O)c1Cl	0.5	11	1	-1	-1.1	2	-1.5	-8	-5
48	COc1cccc2cc(C(=O)N3CCC(C)CC3)c(=O)oc12	0.4	-3	10	3	0.0	30	2.9	3	0
49	CCOc1ccccc1NC(=O)/C(C#N)=C/c1c(C)nn(-c2ccccc2)c1Cl	0.1	7	6	2	-0.1	28	3.3	-1	-2
50	COC(=O)C1CCN(c2ccc([N+](=O)[O-])cc2)CC1	0.3	-1	4	-1	-0.1	12	1.3	2	2
51	COc1ccc(/C=C(/NC(=O)c2ccccc2Cl)C(=O)O)cc1	1.0	26	10	-1	0.8	8	-0.1	-5	-2
52	O=C(Cn1nc2n(c1=O)-c1ccccc1SC2)N/N=C/c1ccncc1	0.9	12	-1	-3	0.9	8	3.2	-8	0
53	CCOC(=O)N1CCN(C(=O)c2ccc(CS(=O)(=O)c3c(Cl)cccc3Cl)o2)CC1	0.2	13	0	1	1.6	12	1.3	-5	-5
54	COc1cc(C2C3C(C)N(C)C(=O)N(C)C3N(C)C(=O)N2C)ccc1O (centres undefined)	0.0	-2	-2	1	0.0	12	0.0	8	-1
55	O=C(COc1ncnc2ccc(Br)cc12)Nc1ccc(N2CCOCC2)cc1	0.8	-4	3	1	1.4	22	3.4	3	-2
56	O=C(NCCc1c[nH]c2ccccc12)/C(=C\c1cccnc1)NC(=O)c1ccccc1Br	0.2	4	5	-1	2.6	32	-10	-6	-5
57	O=C(CSCc1ccco1)NC1CCCC1	0.5	3	3	1	-0.4	4	5.7	0	-3
58	CCOc1ccc2nc(NC(=O)C3CCN(S(=O)(=O)c4cnc[nH]4)CC3)sc2c1	0.1	12	-1	0	-0.1	-26	-0.1	-9	-4

Four entries from above, arranged by heavy-atom count, low to high:
#	compound	TRPML3 ag	PPC-1+TRAIL kill	BaF3 tox	Wee1 stabilizer	zfTRPN1 agonist	CHOP inhibitor	TNF death inh	RBBP9 inh	Ba/F3 V617F tox
51	COc1ccc(/C=C(/NC(=O)c2ccccc2Cl)C(=O)O)cc1	1.0	26	10	-1	0.8	8	-0.1	-5	-2
54	COc1cc(C2C3C(C)N(C)C(=O)N(C)C3N(C)C(=O)N2C)ccc1O (centres undefined)	0.0	-2	-2	1	0.0	12	0.0	8	-1
55	O=C(COc1ncnc2ccc(Br)cc12)Nc1ccc(N2CCOCC2)cc1	0.8	-4	3	1	1.4	22	3.4	3	-2
56	O=C(NCCc1c[nH]c2ccccc12)/C(=C\c1cccnc1)NC(=O)c1ccccc1Br	0.2	4	5	-1	2.6	32	-10	-6	-5
